# Screening data (PubChem BioAssay)
# GPR151 ag – activators of human GPR151; PathHunter beta-arrestin GPR151 cells, luminescence; actives 1% (n = 650,000); activation, % at 11.2 µM; in the data active means activation above about 4.9%;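 further: 0% = median of compound wells and 100% = cells with positive control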
# Target sequence (Q8TDV0 whole entry, looked up): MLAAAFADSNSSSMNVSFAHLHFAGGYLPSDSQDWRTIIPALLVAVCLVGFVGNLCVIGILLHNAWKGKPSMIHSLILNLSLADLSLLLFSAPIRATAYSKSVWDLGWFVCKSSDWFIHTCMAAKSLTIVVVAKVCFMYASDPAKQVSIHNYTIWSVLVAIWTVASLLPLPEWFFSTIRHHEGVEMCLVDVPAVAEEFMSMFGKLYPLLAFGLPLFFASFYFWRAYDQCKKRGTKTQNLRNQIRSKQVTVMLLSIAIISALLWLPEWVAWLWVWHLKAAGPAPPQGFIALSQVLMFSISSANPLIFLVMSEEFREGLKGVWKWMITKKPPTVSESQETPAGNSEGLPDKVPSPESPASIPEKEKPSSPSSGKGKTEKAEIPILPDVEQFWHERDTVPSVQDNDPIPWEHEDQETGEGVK
# MITF inh – human MITF inhibition, primary screen; AlphaScreen MITF homodimerization, bead proximity signal; inhibition, % at 2.6 µM; actives 0.91% (n = 650,000); in the data active means inhibition above about 50%;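 further: 0% = vehicle wells with protein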
# Target sequence (O75030 whole entry, looked up): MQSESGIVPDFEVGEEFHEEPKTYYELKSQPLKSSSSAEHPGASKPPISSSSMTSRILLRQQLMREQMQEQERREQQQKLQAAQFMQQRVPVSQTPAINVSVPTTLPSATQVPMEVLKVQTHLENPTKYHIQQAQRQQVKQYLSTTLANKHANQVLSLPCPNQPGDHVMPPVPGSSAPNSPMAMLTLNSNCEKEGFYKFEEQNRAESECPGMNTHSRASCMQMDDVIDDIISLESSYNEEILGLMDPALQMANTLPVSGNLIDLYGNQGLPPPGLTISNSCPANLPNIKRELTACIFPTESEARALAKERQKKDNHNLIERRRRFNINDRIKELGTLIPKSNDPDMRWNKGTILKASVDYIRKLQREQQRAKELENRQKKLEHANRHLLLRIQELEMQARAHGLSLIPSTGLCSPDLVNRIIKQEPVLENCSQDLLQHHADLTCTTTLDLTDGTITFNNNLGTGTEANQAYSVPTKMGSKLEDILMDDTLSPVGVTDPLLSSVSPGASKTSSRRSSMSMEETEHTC
# TEAD-YAP inh – TEAD-YAP interaction inhibition. actives 1.4% (n = 640,000). HEK-TIYL cells, TEAD-Gal4/YAP UAS-luciferase luminescence. inhibition, % at 9.12 µM; in the data active means inhibition above about 32%;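 further: 0% = median of test compound wells and 100% = reference inhibitor wells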
# FBW7 act – human FBW7 E3 ligase activation, primary screen | actives 0.13% (n = 650,000) | normalized activity (activation), % at 26.1 µM | Q969H0 | AlphaScreen FBW7–phospho-cyclin E peptide binding, activator screen; in the data active means normalized activity above about 1.9%;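 further: purified mutant Fbw7 with reduced substrate affinity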
# An asterisk follows results filed as active.
# Sample of the layout, 6 compounds:
SMILES,GPR151 ag,MITF inh,TEAD-YAP inh,FBW7 act
CCC1(CC)C(=O)C(C)(CC(=O)c2ccc(Cl)cc2)C(=O)OC1c1ccc(Br)cc1 (stereo unspecified),0.0,-3.0,1.9,0.0
Cc1nnc(C)c2c(C)n(CCc3c[nH]c4ccccc34)c(C)c12,0.9,2.4,-17.9,-0.2
C/C(CC(=O)Nc1ccc(C)c(Cl)c1)=N\NC(=O)c1cccc(O)c1,-0.2,3.9,3.4,-0.4
OC1(c2cccc(C(F)(F)F)c2)CCN(CCN2CCCCC2)CC1,-0.9,-10.0,-1.4,0.0
COC(=O)C1=CN(Cc2ccc(OC)c(OC)c2)C=C(C(=O)OC)C1c1cccs1,-2.2,14.3,-12.9,0.5
CC(C)C(=O)Nc1c2c(nn1-c1cccc(Cl)c1)CSC2,0.2,14.6,4.4,-0.2

# The list itself, repeating the preview:
SMILES,GPR151 ag,MITF inh,TEAD-YAP inh,FBW7 act
CCC1(CC)C(=O)C(C)(CC(=O)c2ccc(Cl)cc2)C(=O)OC1c1ccc(Br)cc1 (stereo unspecified),0.0,-3.0,1.9,0.0
Cc1nnc(C)c2c(C)n(CCc3c[nH]c4ccccc34)c(C)c12,0.9,2.4,-17.9,-0.2
C/C(CC(=O)Nc1ccc(C)c(Cl)c1)=N\NC(=O)c1cccc(O)c1,-0.2,3.9,3.4,-0.4
OC1(c2cccc(C(F)(F)F)c2)CCN(CCN2CCCCC2)CC1,-0.9,-10.0,-1.4,0.0
COC(=O)C1=CN(Cc2ccc(OC)c(OC)c2)C=C(C(=O)OC)C1c1cccs1,-2.2,14.3,-12.9,0.5
CC(C)C(=O)Nc1c2c(nn1-c1cccc(Cl)c1)CSC2,0.2,14.6,4.4,-0.2
CC(=O)Nc1cccc(-c2cnc3c(NCc4cccs4)nccn23)c1,-1.6,-9.7,6.8,-0.2
COc1cccc(-n2c(SC(C)C)nnc2-c2c[nH]c3ccccc23)c1,0.1,1.6,4.2,-0.2
O=C(Nc1ccc2ccccc2c1)c1ccc(NCCO)c([N+](=O)[O-])c1,-0.8,13.6,-50.6,-0.2
COc1ccc2nc(NC(=O)C3c4cc(OC)c(OC)cc4C(=O)N(C)C3c3ccc(OC)c(OC)c3)sc2c1 (stereo unspecified),-0.7,5.0,-24.1,0.8
Cc1sc2ncn3c(C)nnc3c2c1-c1ccccc1,-0.2,-12.8,7.4,0.1
Cc1ccc(-n2c(=O)cc(N3CCc4ccccc4C3)[nH]c2=O)cc1,-0.4,8.2,1.9,0.0
CCOC(=O)c1c(NC(=O)CSc2nnc(CNC(=O)COc3ccc(Cl)cc3)n2-c2ccc(OCC)cc2)sc2c1CCC2,0.4,-9.1,3.8,0.0
CNC(=S)Nc1ccc(C)c(C#N)c1,-0.2,6.3,-4.9,0.0
COCC(=O)N1CC[C@H]2[C@H](CCCN2C(=O)c2cccc(C)c2C)C1,0.4,-1.1,-14.1,-0.2
COc1cccc(CNC(=O)Nc2ccc(-c3cn[nH]c3)cc2OCCO)c1,-1.0,8.8,-18.7,0.1
Cc1ccc(C)c(NS(=O)(=O)c2cc(C(=O)NCc3ccncc3)ccc2C)c1,-1.1,1.1,-4.0,-0.1
Cc1cc(C)c2[nH]c(=O)c(C(c3nnnn3C(C)(C)C)N3CCCC3)cc2c1 (stereo unspecified),-0.3,-1.5,1.8,-0.1
CCCNC(=O)C1Sc2nnc(C)n2NC1c1ccc(OC)c(Cl)c1 (stereo unspecified),0.1,-1.8,-2.5,-0.1
CCCOc1ccc(C2Nc3cccc4cccc(c34)N2)cc1,-0.7,16.5,3.4,0.1
O=C(NC(=S)Nc1ccccn1)c1cccs1,-1.9,-1.3,-48.4,-0.4
COC(=O)C1=C(C)Nc2ncnn2C1c1ccc(-c2ccc([N+](=O)[O-])cc2Cl)o1 (stereo unspecified),1.1,18.4,-13.4,0.0
O=C(COc1ccc(Br)cc1)NC1CC1,-0.3,-15.3,-12.2,-0.1
CC(C)n1c(Nc2cccc(N(C)C)c2)nc2c(NCCCN3CCCC3=O)ncnc21,-1.2,-4.1,-12.4,0.0
COc1ccc(C2C(=O)c3ccccc3C2=O)c(OC)c1,2.7,-11.6,-6.1,-0.1
CC1=NC(=O)C2C(=O)O/C(=C/c3ccc4c(c3)OCO4)C2=C1 (stereo unspecified),-2.0,5.9,-58.5,0.1
CCCN(CCC)CCN1C(=O)C2C(C(=O)Nc3ccc(Cl)cc3)C3C=CC2(O3)C1C(=O)NC1CCCCC1 (stereo unspecified),-0.8,6.2,-3.4,0.1
Cn1c(SCc2cccnc2)nnc1-c1ccc(S(=O)(=O)N2CCCC2)cc1,-0.1,0.6,-8.3,0.3
CCCCCCCc1ccc(C(=O)Oc2ccc(Br)cc2)cc1,-0.6,-4.1,8.3,-0.1
Cc1ccc(S(=O)(=O)Nc2nc3c(s2)C(=O)CC(C)(C)C3)cc1,1.4,4.1,-1.6,0.1

# Entries of single compounds from above. Values in the order: GPR151 ag | MITF inh | TEAD-YAP inh | FBW7 act
# COC(=O)C1=C(C)Nc2ncnn2C1c1ccc(-c2ccc([N+](=O)[O-])cc2Cl)o1 (stereo unspecified) is listed as 1.1 | 18.4 | -13.4 | 0.0
# Cc1ccc(S(=O)(=O)Nc2nc3c(s2)C(=O)CC(C)(C)C3)cc1 is listed as 1.4 | 4.1 | -1.6 | 0.1

# (continued)
SMILES,GPR151 ag,MITF inh,TEAD-YAP inh,FBW7 act
Cc1ccc(Nc2ncnc3c2cnn3C)c(Br)c1,0.8,8.9,1.9,0.0
COC(=O)c1ccc(C)c(NS(=O)(=O)c2ccc(OC)c(Cl)c2Cl)c1,-0.2,15.7,-4.7,0.2
CCOc1ccc(Br)cc1S(=O)(=O)Nc1cccc(-c2ccc(OC)nn2)c1,0.9,-2.2,-9.6,0.0
O=C(COc1ccc(Cl)cc1)Nc1nonc1NC(=O)COc1ccc(Cl)cc1,-0.8,-1.9,7.7,0.1
COc1ccc(NC(=O)C(=O)NNC(=O)c2ccco2)cc1,-2.3,-12.9,-2.8,0.2
C(=N\NC1=NCCCCC1)/c1ccc2c(c1)OCO2,1.4,6.8,-28.2,0.1
O=c1oc(-c2ccncc2)nn1Cc1cccnc1,-0.7,2.5,-6.2,0.2
CC(=O)Nc1cccc(-c2nnc(SCC(=O)Nc3cccc(C)c3C)n2C)c1,-1.8,11.4,4.3,0.1
CCOP(=O)(OCC)C(NC(=O)c1ccc(Cl)cc1)c1ccccc1 (stereo unspecified),-1.4,29.1,3.5,0.1
COC(=O)c1cn(-c2ccccc2)nc1-c1ccc(OC)c(OC)c1,0.4,7.5,-3.9,0.0
COC(=O)c1c(C)oc2ccc(OCc3c(F)cccc3Cl)cc12,0.2,-0.2,3.4,-0.9
CCN1CCN(C(=O)CCSc2ccc(C)cc2)CC1,4.2,1.6,-34.6,-0.1
CC(C)Oc1ccc(C(=O)Nc2ccc(F)cc2)cc1,-8.3,-6.0,-21.3,0.6
CC1CCCC(NC(=S)Nc2cccc(S(=O)(=O)N(C)C)c2)C1C (stereo unspecified),-1.9,10.6,1.8,-0.1
O=C1OC(c2ccc(Cl)c([N+](=O)[O-])c2)=N/C1=C\c1ccc2cccc3c2c1CC3,1.1,-4.2,5.9,-0.1

# Part of the list above in order of molecular weight, largest number first:
SMILES,GPR151 ag,MITF inh,TEAD-YAP inh,FBW7 act
CCOc1ccc(Br)cc1S(=O)(=O)Nc1cccc(-c2ccc(OC)nn2)c1,0.9,-2.2,-9.6,0.0
O=C(COc1ccc(Cl)cc1)Nc1nonc1NC(=O)COc1ccc(Cl)cc1,-0.8,-1.9,7.7,0.1
CC1CCCC(NC(=S)Nc2cccc(S(=O)(=O)N(C)C)c2)C1C (stereo unspecified),-1.9,10.6,1.8,-0.1

# Further results:
SMILES,GPR151 ag,MITF inh,TEAD-YAP inh,FBW7 act
CN=CC1=C(O)c2ccccc2C1=O,0.1,24.4,-9.4,-0.2
Cc1ccc(C2=CC(c3ccc(F)cc3)n3c(nc4ccccc43)N2)cc1 (stereo unspecified),-1.7,-6.4,18.1,-0.1
CCOC(=O)c1c(NC(=O)COc2ccccc2OC)sc2c1CCC2,0.8,1.1,7.9,0.2
CCOc1ccc2c(c1)C(=O)C(=O)N2S(=O)(=O)c1ccc(C)cc1,0.7,2.4,10.0,-0.2
CCOC(=O)Cn1c(=S)[nH]c2cc(C(=O)O)ccc2c1=O,0.3,-3.1,-2.3,-0.1
Cc1cccc(Nc2nc(C(F)(F)F)c(-c3ccc(Cl)cc3)s2)c1,0.6,25.4,-35.2,0.8
O=C(NCc1cccnc1)Nc1cccc(Cl)c1,0.7,-3.4,-23.4,0.1
C=CCOc1cccc(CNc2cccc(C(=O)O)c2)c1,-2.2,1.9,-41.3,-0.1
CCn1cc(SCC(=O)NCCc2ccc(OC)c(OC)c2)c2ccccc21,-0.4,14.6,-3.4,0.6
N#C/C(C(=O)Nc1ccc(F)cc1F)=C(/O)c1cccs1,-8.3,9.0,-6.7,0.1
O=C(O)c1ccc(SCc2ccccc2F)c([N+](=O)[O-])c1,-1.4,-5.8,6.3,-0.2
CCOc1ccccc1C1C(C(=O)N(CC)CC)=C(C)Nc2nc3ccccc3n21 (stereo unspecified),0.5,-2.7,10.0,0.1
O=C(Nc1noc2ccccc12)c1ccccc1,-8.0,-9.6,50.5*,0.0
COc1ccc(C)cc1NC(=O)CN1C(=O)C(=O)N(C2CCCC2)C1=O,-1.7,-4.8,0.5,-0.1
OCc1ccc(OCc2cccc(F)c2)cc1,-4.3,-14.4,-41.8,0.0
CC(=O)N1CCc2c(sc(NC(=O)C3=COCCO3)c2C#N)C1,-0.5,-5.8,3.3,-0.1
CCC(C(=O)N1CCOCC1)n1c(C(=O)OC)cc2sccc21 (stereo unspecified),0.0,-0.7,12.8,-0.1
C=C(C)CN1C(=O)C2(OCCO2)c2ccccc21,-0.6,-0.9,-4.5,-0.2
O=C(CN1CCCCC1)N(c1ccccn1)c1ccccn1,-1.1,-5.8,3.4,-0.2
CCOc1ccc2nc(SCC(=O)Nc3nc(OC)cc(OC)n3)sc2c1,2.2,-8.0,5.5,0.0
O=C(Cc1ccc(Cl)cc1)Nc1nc2ccccc2s1,-1.2,-3.9,-25.4,-0.1
CC(C)NC(=O)[C@H]1C[C@@H](c2ccco2)NS(=O)(=O)N1C,0.2,-1.3,0.7,-0.2
CC1CCCN(S(=O)(=O)c2ccc(C(=O)Nc3ccc4c(c3)C(=O)NC4=O)cc2)C1 (stereo unspecified),-0.5,-6.7,-1.5,0.0
O=C(CCCCCn1c(=S)[nH]c2ccsc2c1=O)NCCC1=CCCCC1,0.5,9.0,-3.5,0.0
O=C(NC1CCCCC1)c1ccccc1CCc1ccccc1,3.2,-5.1,5.0,-0.2
CCOC(=O)c1c(NC(=O)CN2CCC(C)CC2)sc(C(C)=O)c1C,-0.5,6.8,1.6,-0.2
CCCNc1nc(-c2cccc(C(C)=O)c2)nc2nc[nH]c12,-2.4,5.2,10.9,0.0
O=C(Nc1ccc2c(c1)C(=O)OC2)c1cncc(Br)c1,1.1,-3.0,-4.3,-0.1
C=CCn1c(=O)c2c(nc3n2CC(C)CN3c2ccccc2)n(C)c1=O (stereo unspecified),-1.2,14.2,-4.4,0.8
CC(C)N(CCNc1cc(Nc2ccc(C(F)(F)F)cc2)nc(N)n1)C(C)C,0.6,-34.2,1.9,0.0
CC1Oc2ccccc2N(CC(=O)N(Cc2cccnc2)C2CC2)C1=O (stereo unspecified),-0.4,7.9,0.8,-0.1
COC(=O)CCC(=O)Nc1cc(OC)ccc1OC,0.3,4.5,1.5,-0.1
CC(C)c1nc2ccccc2c2nnc(SCC(N)=O)n12,0.6,21.5,-11.3,0.8
O=C(CN1CCCCC1)N1CCC(c2ccncc2)CC1,-0.6,2.5,-0.1,0.1
Cc1ccc(/C(=C2\OC(=O)c3ccccc32)[N+](=O)[O-])cc1,-0.7,9.6,-5.7,0.2
CC(C)C(=O)N=C1SC2CS(=O)(=O)CC2N1c1ccc2c(c1)OCO2 (stereo unspecified),-1.6,15.0,-14.5,1.0
COc1ccc(C(=O)N(Cc2ccccn2)c2nc3c(Cl)cccc3s2)cc1,-0.3,-5.8,-4.5,-0.1
Cc1ccc(NS(=O)(=O)c2ccc(Cl)c([N+](=O)[O-])c2)c(Br)c1,-0.6,1.1,3.5,-0.1
Cc1ccc(NS(=O)(=O)c2ccc(F)cc2)c(NS(=O)(=O)c2ccc(F)cc2)c1,4.6,4.6,11.3,0.0
